KB-V1 cytotox = KB-V1 MDR subline cytotoxicity; KB-V1 MDR cells viability, CellTiter-Glo, 72 h; Potency, µM (highest dose often 46.1 µM), for the others: top-dose activity change, negative = cytotoxicity, actives largely listed as cytotoxic; 400,000 tested, 3.4% active; AID 1347076; note: potency is the fitted concentration of half-maximal effect; % is set by controls: 0 for no effect and ±100 for the full control effect; nearly all actives have a fitted effect of over 60% in size
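KB-V1, DMEM (no phenol red) + 10% FBS; cpd pin-transferred, titration series; 72 h, 37 degrees C; CellTiter-Glo, luminescence. Data normalized, curve-fit.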
HT1080 IDH1KD tx = HT-1080 IDH1 knockdown cell toxicity (counter line); Potency, µM (top dose mostly 46.1 µM), without a hit: at the top dose activity, negative = toxicity, hits mostly cytotoxic; 360,000 tested, 2% active; AID 686971; HT-1080 IDH1 knockdown viability, ATP luminescence, 48 h;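 note: potency is the fitted concentration of half-maximal effect; 0% = DMSO wells and -100% = cell-free medium wells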
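Knockdown cells (IDH1KD HT-1080) received compounds 2 h after plating at 750 cells/well and were kept 48 h at 37 °C in 5% FBS RPMI. A CellTiter-Glo luminescence read gave % activity for curve fitting.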
DRD3 agonist = agonists of human D3 dopamine receptor | P35462 | D3R DiscoveRx beta-arrestin cells, luminescence, 90 min | max activation, % | 410,000 tested, 0.58% active; in the data active = max activation above about 30%; note: 0% is about no effect; mostly tested at two doses, the higher about 12 µM
Target sequence (P35462 whole entry, looked up): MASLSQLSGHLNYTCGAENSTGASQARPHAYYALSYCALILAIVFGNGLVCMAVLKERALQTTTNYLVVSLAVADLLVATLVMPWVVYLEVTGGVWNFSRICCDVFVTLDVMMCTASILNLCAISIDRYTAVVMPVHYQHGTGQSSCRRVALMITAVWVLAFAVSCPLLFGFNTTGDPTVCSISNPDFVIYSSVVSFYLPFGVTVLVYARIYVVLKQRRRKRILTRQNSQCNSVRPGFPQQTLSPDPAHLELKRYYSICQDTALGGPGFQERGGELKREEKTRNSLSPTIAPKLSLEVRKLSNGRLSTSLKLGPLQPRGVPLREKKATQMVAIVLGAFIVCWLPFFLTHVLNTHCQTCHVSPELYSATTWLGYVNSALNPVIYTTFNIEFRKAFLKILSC
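Agonist mode: compounds and dopamine controls were applied to plated cells for 90 min at 37 degrees C after an overnight attachment at 1500 cells/well. Luminescent read-out followed 30 - 60 minutes at room temperature with DiscoveRx detection reagent.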
IL-1B inflam inh = inhibitors of inflammasome signaling (IL-1 beta secretion); THP-1 LPS/ATP IL-1B secretion, AlphaLISA, 16 h; hits give low values; activity change, % at 57.5 µM; 360,000 tested, 4.7% active; AID 743279; in the data active = activity change below about -50%; inconclusive = mostly about -30% to -49%; note: % is set by controls: 0 for no effect and ±100 for the full control effect
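Secreted IL-1B measured by AlphaLISA bead assay after 16 h compound exposure of THP-1 cells; compounds (final up to 57.5 uM) added 1 h before LPS (250 ng/mL) and ATP (1.25 mM) stimulation; lower signal means less secretion.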
MCF10A rerep = induces DNA re-replication in MCF 10a normal breast cells | AID 624296 | 350,000 tested, 2.9% active | Potency, µM (top dose mostly 46.1 µM), for the others: at the highest dose activity, positive = re-replication, hits mostly activators | MCF 10A DNA re-replication, Hoechst nuclear intensity, 48 h; note: potency is the fitted concentration of half-maximal effect; % of control where 0% means no effect; nearly all actives have a fitted effect of over 50% in size
SW480 rereplic = induces DNA re-replication in SW480 colon adenocarcinoma cells | Potency, µM (doses to about 46.1 µM), without a hit: at the top dose re-replication activation, usual class: activators | 340,000 tested, 1.8% active | AID 624297 | SW480 DNA re-replication, Hoechst DNA content imaging, 48 h; note: potency is the fitted concentration of half-maximal effect; % of control where 0% means no effect; nearly all actives have a fitted effect of over 55% in size
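Compounds, transferred as 23 nL by pin tool, were incubated with cells for 48 hr; DNA content per nucleus was then quantified by Hoechst staining and fluorescence plate imaging.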
HEK293 tox = cytotoxicity in counter-screen for GLP-1R inverse agonists | HEK293 cAMP-luciferase reporter cells, luminescence, 24 h | Potency, µM (doses to about 38.3 µM), for inactives: at the highest dose activity change, negative = inhibition, actives largely listed as inhibitors | 410,000 tested, 0.13% active;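 note: loss of luciferase light is scored as toxicity; potency is the fitted concentration of half-maximal effect; % is set by controls: 0 for no effect and ±100 for the full control effect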
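Luminescence readout: signal drop marks cytotoxicity. Plated cells grew 12 h at 37 °C, 5% CO2, received 23 nL compound for 24 h, then got luciferase reagent, read after 12 min at RT.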
KB-3-1 tox = KB-3-1 parental cell cytotoxicity. KB-3-1 viability, CellTiter-Glo ATP luminescence, 72 h. Potency, µM (top dose mostly 46.1 µM), for inactives: at the highest dose activity change, negative = cytotoxic, hits mostly cytotoxic. 400,000 tested, 1.4% active. AID 1347075; note: potency is the fitted concentration of half-maximal effect; % is set by controls: 0 for no effect and ±100 for the full control effect; nearly all actives have a fitted effect of over 60% in size
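Here the drug-naive KB-3-1 line serves as comparator for MDR sub-line selectivity; cells received compound titrations, 72 h at 37 °C, then CellTiter-Glo readout.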
HT1080-NT tox = kills 2HG-producing HT-1080-NT fibrosarcoma cells; HT-1080-NT fibrosarcoma viability, CellTiter-Glo ATP luminescence, 48 h; Potency, µM (series often up to 46.1 µM), without a hit: top-dose activity, negative = less viability, actives largely listed as cytotoxic; 360,000 tested, 1.6% active;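 note: NT is the 2HG producing partner of a matched IDH1 knockdown line; potency is the fitted concentration of half-maximal effect; 0% = DMSO-treated cells and -100% = media-only wells without cells; nearly all actives have a fitted effect of over 55% in size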
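Viability of the 2HG-overproducing fibrosarcoma line after 48 hours of compound exposure at 37 degrees C was determined by luminescence with CellTiter-Glo, and concentration-effect curves were then fitted and categorized.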
Active calls of the source: *; ? = inconclusive; . = no result given; [ ] = remark or other dose. Unless noted, calls come from the whole dose curve; as a rule, active = well fitted curve in the direction sought with a large enough effect; inconclusive = small, poorly fitted or top-dose-only effect, or another doubt; inactive = no such curve, though single readings can be large; an effect the other way counts as inactive or inconclusive.

Below each compound: SW480 rereplic, HT1080 IDH1KD tx, HT1080-NT tox, KB-3-1 tox, IL-1B inflam inh, MCF10A rerep, HEK293 tox, DRD3 agonist, KB-V1 cytotox
1) COc1cccc(N/C(N)=N/c2nc(C(F)(F)F)cc(C(F)(F)F)n2)c1
→ 4%, 3%, 8%, 1%, -10, -2%, 3%, 0, -23%
2) CCn1c(CN2CCOCC2)nnc1SCC(=O)Nc1ccccc1C
→ 0%, 23%, 1%, -9%, 12, -2%, 21%, -7, -12%
3) O=C(c1cc(-c2ccccc2O)on1)N1CCc2ccccc2C1
→ -3%, 1%, -13%, -10%, -21, 7%, 0%, -2, -10%
4) Cc1cc(NC(=O)c2ccccc2)ccc1NC(=O)Cc1ccccc1
→ -5%, 14%, 15%, -15%, -8, -3%, -5%, -4, -26%
5) COc1ccc(NC(=O)C2CCC(CNc3c(N4CCOCC4)c(=O)c3=O)CC2)cc1Cl (stereo not drawn)
→ 3%, 0%, 4%, -6%, 0, 1%, 4%, -13, 16%
6) COC(=O)C1=C(C)NC(=O)/C1=C\c1cc(C)n(-c2ccc(F)cc2)c1C
→ -10%, -1%, -2%, -9%, ?, 4%, -10%, -3, -28%
7) CCOc1ccc(N2CC(C(=O)Nc3cccc(S(=O)(=O)N4CCCC4)c3)CC2=O)cc1 (stereo not drawn)
→ -394%[inhibitor], -8%, -7%, 1%, -18, ?, -4%, -5, 0%
8) Cc1ccc(S(=O)(=O)N(C)C[C@@H]2Oc3ncc(C#CCC(C)C)cc3C(=O)N([C@H](C)CO)C[C@H]2C)cc1
→ ., ?, -24%, 0%, -10, ., 2%, -6, ?
9) CC(CNC(=O)Cn1cnc2c(NCc3ccccc3)ncnc21)c1ccccc1 (stereo not drawn)
→ -2%, 1%, 0%, 2%, -2, -1%, 3%, 45*, 0%
10) CC(C)CN(C(=O)COC(=O)C12CC3CC(CC(O)(C3)C1)C2)C1CCS(=O)(=O)C1 (stereo not drawn)
→ 0%, -2%, 1%, -5%, 3, -2%, 76%[activator], 1, 7%
11) COc1cccc(-c2nnc3n(Cc4ccc(C)cc4)c(=O)c4ccccc4n23)c1O
→ ., ., ., -5%, ., ., -8%, 0, 2%
12) COc1ccc(Br)cc1S(=O)(=O)n1ccnc1
→ 2%, 0%, 3%, 0%, -2, -2%, -11%, 1, -13%
13) Cc1ccc(C(=O)NCc2ccc3c(c2)OCO3)cc1S(=O)(=O)N1CCOCC1
→ -2%, 21%, 2%, 25%, -3, -31%[inhibitor], 8%, 1, ?
14) Nc1ccc2nc(CCc3ccccc3)[nH]c2c1
→ -4%, 6%, 2%, -3%, 6, 8%, 6%[1.53 µM], -5, -1%
15) COc1ccc(-c2noc(Cn3cc(S(=O)(=O)N4CCCC4)ccc3=O)n2)cc1
→ -1%, 3%, 1%, 6%, 8, -2%, 4%, 4, 5.8µM*

Results in sequence from the entries so far:
HT1080 IDH1KD tx, nos. 1–8: 3%, 23%, 1%, 14%, 0%, -1%, -8%, ?
KB-3-1 tox, nos. 1–8: 1%, -9%, -10%, -15%, -6%, -9%, 1%, 0%

Returning to the listing; the 5 compounds before the break are reprinted first.
Below each compound: SW480 rereplic, HT1080 IDH1KD tx, HT1080-NT tox, KB-3-1 tox, IL-1B inflam inh, MCF10A rerep, HEK293 tox, DRD3 agonist, KB-V1 cytotox
11) COc1cccc(-c2nnc3n(Cc4ccc(C)cc4)c(=O)c4ccccc4n23)c1O
→ ., ., ., -5%, ., ., -8%, 0, 2%
12) COc1ccc(Br)cc1S(=O)(=O)n1ccnc1
→ 2%, 0%, 3%, 0%, -2, -2%, -11%, 1, -13%
13) Cc1ccc(C(=O)NCc2ccc3c(c2)OCO3)cc1S(=O)(=O)N1CCOCC1
→ -2%, 21%, 2%, 25%, -3, -31%[inhibitor], 8%, 1, ?
14) Nc1ccc2nc(CCc3ccccc3)[nH]c2c1
→ -4%, 6%, 2%, -3%, 6, 8%, 6%[1.53 µM], -5, -1%
15) COc1ccc(-c2noc(Cn3cc(S(=O)(=O)N4CCCC4)ccc3=O)n2)cc1
→ -1%, 3%, 1%, 6%, 8, -2%, 4%, 4, 5.8µM*
16) O=C(N/N=C\c1cccnc1)c1ccc(Cl)s1
→ 0%, -11%, 14%, 14%, -19, -1%, -2%, -4, -10%
17) CSCCC(NC(=O)c1ccc([N+](=O)[O-])cc1Cl)C(=O)OCC(=O)NC(=O)CN1CCCC1=O (stereo not drawn)
→ -7%, -1%, -10%, -5%, -4, 8%, 5%, 0, -1%
18) Cn1cccc1C1Nc2ccccc2NC2=C1C(=O)CC(C)(C)C2 (stereo not drawn)
→ -2%[9.22 µM], -1%, -2%, 4%, -17, 3%, 14%, -9, -5%
19) Cc1ccccc1OCCOc1cccc(/C=N/NC(=O)Cc2nnc(N)s2)c1
→ -4%, -22%, -12%, -3%, -3, 1%, -7%, 20, 27%
20) COc1ccc(NC(=O)C2Cc3c(-c4cccc(C(C)=O)c4)ccnc3O2)cn1 (stereo not drawn)
→ ., 3.3µM*, ?, 2.1µM*, 59, ., ?, -12, -2%
21) COc1cc(/C=N/NC(N)=S)ccc1OC(=O)c1ccc(C)cc1
→ -2%, ?, -7%, 6%, 44, 0%, ?, -7, 3%
22) COc1ccc(OC)c(-n2c3c(cc(-c4nc(-c5ccc(Cl)cc5)cs4)c2=O)C(=O)CC(C)(C)C3)c1
→ ., ., ., 7%, ., ., -4%, -2, 26%
23) CCC(C)(C)NC(=O)/C=C/c1ccccc1[N+](=O)[O-]
→ 10%, 19%, 4%, 0%, -6, -4%, 1%, -4, -13%
24) COCCCNC(=S)NC1CC2CCCC(C1)N2Cc1ccco1 (stereo not drawn)
→ 5%, ?, 0%, 1%, -6, 3%, -8%, -14, 0%
25) O=C(NC1CCCCCC1)C1CCN(S(=O)(=O)N2CCC3(CC2)OCCO3)CC1
→ -9%, 2%, 8%, 10%, 5, -5%, -9%, 5, -1%
26) CCN(CC)S(=O)(=O)c1ccc(OC)nc1
→ -2%, -1%, 3%[9.24 µM], -1%, 0, -3%, 0%, 8, 18%
27) Oc1ccc(Br)cc1CNc1ccccn1
→ -13%, ?, -27%, -4%, ?, 18%, -5%, -1, 1%
28) COc1ccc(Cl)cc1C(=O)CSc1nnnn1C
→ 1%, 23%, 18%, 17%, 0, ?, 5%, 3, -8%
29) CCOC(=O)C1CCN(C(=O)c2ccc(OC)cc2OC)CC1
→ 9%, 16%, 5%, -1%, 10, -1%, 1%, -1, -20%
30) O=c1c2c3nc4ccccc4nc3n(Cc3ccccc3)c2ncn1Cc1ccco1
→ 1%[9.22 µM], ?, ?, ?, ?, 26%, -26%, -7, -12%
31) c1ccc(CSc2nnc(NC3=NCCCCC3)s2)cc1
→ -1%, -19%, -12%, -16%, -12, 14%, -4%, 1, ?
32) Cc1onc(-c2c(Cl)cccc2Cl)c1C(N)=O
→ -5%, -4%, 1%, -4%, 32, 10%, 3%, 8, -3%
33) O=C(CO/N=C/c1c(Cl)cccc1Cl)NNC(=O)c1ccc(Cl)cc1
→ -2%, -2%, 0%, -5%, 10, 1%, 19%, -15, 20%
34) CC(=O)Nc1ccc(CN2CCc3c([nH]c4ccccc34)C2c2ccccn2)cc1 (stereo not drawn)
→ ?, 18µM*, 23µM*, ?, -2, 22%, ?, -5, ?
35) CN1CCN(S(=O)(=O)c2ccc(NC(=O)c3csc4ccccc34)cc2)CC1
→ 15%, ?, ?, 7%, -10, 23%, -7%, -11, 6%
36) COc1ccccc1CNC(=O)CCc1ccccc1
→ 12%, 4%, 4%, -1%, 5, -7%, 5%, -4, 1%
37) CC1CCN(CCCn2c(=S)[nH]c3c(sc4ccc([N+](=O)[O-])cc43)c2=O)CC1
→ -1%, -21%, -16%, 15%, 10, 5%, -13%, -4, -2%
38) COc1ccccc1N1C(C)=CC(=C(C#N)c2nc3ccccc3s2)C=C1C
→ 18µM*, -12%, -13%, ?, 18, ?, 95%[activator], -1, 24%
39) Cc1[nH]c2ccccc2c1C(=O)COC(=O)c1ccc[n+]([O-])c1
→ -16%, 1%, 11%, 0%, 8, -5%, -27%, 5, ?
40) Cc1ccc(NC(=O)OCCN2CCN(Cc3ccccc3)CCC2=O)cc1C
→ 3%, 11%, 4%, -24%, 12, 29%, 5%, 4, ?
41) CN(C)CCCNC(=O)c1cc(C(=O)Cc2ccc(Cl)cc2)c[nH]1
→ 2%, -12%, -12%, 1%, -12, ?, -7%, -4, -7%
42) COc1ccc(C(=O)CSc2nnc(COc3ccccc3)n2Cc2ccco2)cc1
→ 13%, -10%, 0%, -21%, 4, ?, ?, 2, ?
43) CCOC(=O)c1c(-c2ccc(C)cc2)csc1NC(=O)c1cc(-c2ccc(Cl)cc2)on1
→ ., ., ., -8%, ., ., 5%, -10, 26%
44) O=C(CCCCCN1C(=O)c2ccccc2C1=O)NCc1ccccn1
→ -3%, 11%, 15%, 5%, 24, -6%, -7%, 1, 17%
45) COC(=O)CSc1nnc(CNC(=O)c2ccccc2OC)n1C
→ -1%, 4%, 7%, -1%, 8, -11%, -3%, -5, -2%
46) COCCCn1c(SCC(=O)NNC(=O)c2cccc(O)c2)nnc1-c1ccncc1
→ -5%, -9%, 0%, -8%, 7, 1%, 3%, 4, -2%
47) COc1ccccc1C(=O)NCCC(=O)N(C)Cc1ccc(C)o1
→ 5%, 6%, 22%, -1%, 1, -2%, -15%, 3, -2%
